# Source: PubChem BioAssay (Broad Institute)
# PGC1a acetyl inh: PGC1a acetylation modulation, inhibitor mode; AID 651687; U2OS PGC1a acetylation, AlphaScreen anti-acetyl-lysine; with virally co-expressed GCN5 acetyltransferase; 0.17% of 350,000 active; inhibition, % at 15.6 µM;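 active = every replicate shows inhibition of at least 40%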;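 note: 0% = neutral control wells and 100% = positive control wells; some results beyond the cut were filed as inactive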
# LGR2 inh: inhibitors of bursicon-induced Drosophila LGR2 receptor cAMP signaling. HEK293 LGR2, CRE-luciferase, bursicon-stimulated, 4 h. 0.35% of 380,000 active. inhibition, % at 9.99 µM. AID 720647;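 active = drop in luminescence signal, shown as inhibition above about 50% in the replicate tests, limit read from the data, passing the limit was not always enough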;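 note: agonist challenge used bursicon conditioned medium at about half maximal strength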
# PAX8 reporter: PAX8 transcriptional activity inhibition; RMG-I TPO-luciferase reporter, SteadyGlo, 24 h; inhibition, % at 12.6 µM; 1.2% of 360,000 active; AID 652154;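 active = mean replicate inhibition at least 60% with every replicate also reaching 60%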;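 note: luciferase light reporting Pax8 driven TPO promoter activity; plate controls were median of neutral control wells for no effect and mitoxantrone controls for full effect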
# Cneo AK release: Cryptococcus neoformans lysis via adenylate kinase release; 0.2% of 360,000 active; C. neoformans lysis, adenylate kinase release luminescence, 4 h; normalised: neutral wells 0, clomiphene wells 100; AID 651654; lysis activity, % at 15 µM;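 active = mean lysis activity across replicates of at least 80%, whatever share of replicates individually reach that level; inactive = mean lysis activity below 80%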
#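 Test system: log-phase Cryptococcus neoformans yeast cells; Quantity: yeast cell density of 5 × 10^6 cells/mL; Buffer or medium: YPD; Doses: single compound concentration per well; Timing: 4 h at 37 °C static, read 1 h later; Measured by: AK luminescence; Read-out basis: lysis from increased AK signal; Control set: Clomiphene as positive control.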
# Statin myotox sup: protects C2C12 myotubes from simvastatin toxicity. 0.78% of 330,000 active. ATP luminescence, 48 h; scaled: DMSO 0, geranylgeraniol control 100. rescue of ATP level, % at 7.49 µM;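 active = mean ATP rescue above about 67%, or every replicate alone reaching that limit, limit read from the data, passing the limit was not always enough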;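 note: myotubes were challenged with 10 µM simvastatin during compound exposure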
# GSIS activator: GLuc luminescence reporter in INS-1E cells, primary screen for activators of glucose-dependent secretion of insulin; INS-1E GLuc reporter insulin secretion, 2-3 h; activation, % at 16.6 µM; 0.61% of 370,000 active; AID 743287;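 active = lowest replicate activation of at least 40%, so every replicate reaches that level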;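 note: 0% = median of neutral control wells and 100% = median of IBMX positive control wells; some compounds called inactive have numbers as strong as hits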
# PglD DTNB: blocks C. jejuni PglD acetyltransferase activity; purified PglD enzyme, DTNB colorimetric CoA detection; inhibition, % at 12.5 µM; 0.098% of 360,000 active; in the data active = inhibition above about 16%, passing the limit was not always enough; note: strong numbers were not always called active
# ARNT TACC3 PPI: disrupts binding between human ARNT and TACC3; AID 623870; Q9Y6A5; inhibition, % at 9.99 µM; AlphaScreen His-ARNT PAS-B/GST-TACC3 binding, luminescence; TACC3 fragment carries E629A point mutation; 0.66% of 390,000 active;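 active = mean inhibition of replicates at least 50% and at least half of replicates each reaching 50%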;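 note: 0% = complete ARNT plus TACC3 wells and 100% = ARNT alone without TACC3; many hits fall short of the cut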
# * marks the source's active call; other numbers are inactive results; . = no result given.
Compound	Cneo AK release	ARNT TACC3 PPI	GSIS activator	LGR2 inh	PglD DTNB	Statin myotox sup	PAX8 reporter	PGC1a acetyl inh
Fc1ccccc1CSCc1nc2ccccc2[nH]1	0.4	-0.6	5.5	-54.0	4.4	3.0	-197.1	1.2
CCOC(=O)c1ccc2c(c1)n(CC)c(/C=C/Nc1ccccc1)[n+]2CC	4.5	-12.7	-24.2	15.5	1.8	8.0	.	7.9
O=[N+]([O-])c1ccc(S(=O)(=O)NCC(c2ccco2)N2CCc3ccccc3C2)cc1 (stereo not drawn)	0.4	7.3	-41.7	-9.7	-3.6	3.9	-7.8	.
CC(C)[C@H](NC(=O)C1CCN(S(=O)(=O)c2ccccc2)CC1)C(=O)NCc1ccccn1	2.2	2.6	5.1	30.2	2.5	14.1	-3.6	-4.5
CCCc1nc2ccc(C(=O)OC)cn2c1Cc1ccc(C)cc1	8.5	.	.	-25.3	-0.6	11.4	-0.9	-2.5
O=C(Cc1ccc(-n2c(=O)c3ccccc3n(CC(=O)Nc3ccc(F)cc3F)c2=O)cc1)NCc1ccco1	1.4	-8.4	-9.4	3.4	-1.7	.	14.5	1.0
COc1cccc(OCC(=O)N2CCC3(CC2)CC(=O)c2ccccc2O3)c1	-1.2	-4.2	-6.1	13.4	2.7	3.5	-8.1	.
Cc1cc(C(=O)Nc2cccc3c2O[C@@H](CN(C)Cc2ccc(C(=O)O)cc2)[C@@H](C)CN([C@@H](C)CO)C3=O)n(C)n1	2.1	-4.1	3.6	1.6	1.5	4.8	-5.9	-1.4
Cc1cc(C)c(NC(=O)COC(=O)C2CCC(=O)N2)c(C)c1 (stereo not drawn)	0.9	-7.7	8.2	4.5	0.9	14.8	8.5	2.6
O=C(Nc1ccc(F)cc1)N[C@@H]1CC[C@H](CCn2cc(-c3ccccc3F)nn2)O[C@H]1CO	5.4	7.7	-13.1	-11.7	-2.2	6.7	.	-5.8
COc1cc(C)ccc1OCCCOc1ccccc1Br	5.0	-6.6	.	.	3.5	-2.3	.	-26.6
CN1CCN(C(=O)CCC(=O)NCc2ccc(F)cc2)CC1	-0.1	0.0	0.4	-3.5	-3.9	-2.6	18.3	3.3
S=C(NCc1ccc(Cl)cc1)NN1CCOCC1	.	-1.9	5.3	-24.1	.	.	-18.5	.
COc1ccc(-c2cc3nc(-c4ccccc4)cc(N4CCC5(CC4)OCCO5)n3n2)cc1	0.2	-7.5	7.4	5.7	0.1	58.8	.	-8.0
C[C@H]1CN([C@@H](C)CO)C(=O)c2cc(NC(=O)CCCN(C)C)ccc2O[C@H]1CN(C)S(=O)(=O)c1cn(C)cn1	0.3	-5.9	10.4	15.8	1.6	.	.	5.3
CC(C)(C)NC(=O)c1nc2nc(-c3ccccc3)cc(C(F)(F)F)n2n1	-4.6	0.8	-11.2	14.0	5.0	0.6	1.3	-10.6
CCS(=O)(=O)Nc1ccc(Cc2ccc(NS(=O)(=O)CC)cc2)cc1	1.2	-9.8	-41.2	-4.0	-0.9	4.6	.	-0.9
COc1ccccc1NC(=O)CS(=O)(=O)c1cn(CC(=O)N2CCCC2)c2ccccc12	0.7	-5.9	.	13.0	-2.6	-5.7	.	.
O=S(=O)(c1ccc(Cl)cc1)N1CCCN(c2nc3ccc(Cl)cc3s2)CC1	.	-4.7	-10.1	-5.2	.	.	-7.4	6.2
O=C(NCCc1ccccc1)C1CCN(Cc2cccc3ccccc23)CC1	-1.3	-8.9	2.9	4.1	-2.2	-5.6	10.7	.
Cc1cccc(OCc2nnc(SCC(=O)Nc3ccc(C)c(Cl)c3)o2)c1	0.4	0.4	-2.8	-7.3	2.1	6.4	.	3.9
O=C(N1CCOCC1)N1CCC(n2nnc3ccccc32)CC1	2.9	-2.0	.	.	0.0	-10.7	.	11.4
O=C(COC(=O)CNC(=O)c1cccc(OC(F)F)c1)NCc1ccc2c(c1)OCO2	-0.7	-5.9	-13.7	-4.2	-5.1	1.9	-10.8	5.4
Cc1cccc([C@@H]2[C@@H]3C(=O)N(Cc4ccccc4)C(=O)[C@@H]3[C@]3(C)C(=O)N(c4ccc(C(F)(F)F)cc4)C(=O)N23)c1	-1.4	-6.4	.	.	1.8	3.2	.	9.0
COc1ccc(-c2cc(C(F)(F)F)nc(SCC(=O)NCc3cnn(C)c3C)n2)cc1OC	-0.9	-3.8	12.5	-34.1	-0.4	.	-17.7	1.8

# 2 consecutive records from above, for reference:
Compound	Cneo AK release	ARNT TACC3 PPI	GSIS activator	LGR2 inh	PglD DTNB	Statin myotox sup	PAX8 reporter	PGC1a acetyl inh
Cc1cccc([C@@H]2[C@@H]3C(=O)N(Cc4ccccc4)C(=O)[C@@H]3[C@]3(C)C(=O)N(c4ccc(C(F)(F)F)cc4)C(=O)N23)c1	-1.4	-6.4	.	.	1.8	3.2	.	9.0
COc1ccc(-c2cc(C(F)(F)F)nc(SCC(=O)NCc3cnn(C)c3C)n2)cc1OC	-0.9	-3.8	12.5	-34.1	-0.4	.	-17.7	1.8

# (continued)
Compound	Cneo AK release	ARNT TACC3 PPI	GSIS activator	LGR2 inh	PglD DTNB	Statin myotox sup	PAX8 reporter	PGC1a acetyl inh
Cc1ccc(S(=O)(=O)Nc2ccc3c(c2)CC(=O)N([C@@H](C)CO)C[C@@H](C)[C@@H](CN(C)Cc2ccc(C(=O)O)cc2)O3)cc1	.	.	26.8	-31.3	.	-24.4	-4.5	3.3
CCc1cccc(NC(=O)CCS(=O)(=O)c2ccc(Br)cc2)c1	-0.1	7.8	-9.2	-3.7	7.3	-1.5	-2.5	12.1
Cc1cccc(N2CCN(CC(O)COc3ccccc3Cl)CC2)c1 (stereo not drawn)	-1.4	10.7	-52.3	7.1	-1.3	29.5	8.0	2.8
COc1ccc(-n2c(=O)c(NC(=O)c3ccccc3)c3n(c2=S)CCCCC3)cc1	.	-11.8	-17.6	-10.8	.	.	10.3	-21.7
CC(OC(=O)c1ccccc1NCc1ccco1)C(=O)Nc1ncc(Cl)cc1Cl (stereo not drawn)	-0.6	-2.7	.	.	6.8	-6.7	.	9.9
Cc1ccccc1-n1c(SCc2c(C)noc2C)nnc1-c1cccnc1	-0.6	-0.7	.	.	1.3	4.1	.	-10.0
COc1ccc(NC(=O)CCc2c(C)nn(-c3ccc(N4CCOCC4)nn3)c2C)cc1	-2.8	33.1	12.8	-12.1	-0.5	1.5	-66.6	3.3
CC(C)NS(=O)(=O)c1ccc(NC(=S)NC(=O)c2ccc(-c3ccccc3)cc2)cc1	-3.8	-3.0	.	.	0.9	2.3	.	-7.7
Cc1ccc(NC(=O)CNC(=O)Cn2cnc3sc(C)c(C)c3c2=O)cc1F	-0.7	-2.4	0.1	-10.0	-3.8	14.7	4.8	-0.6
COc1ccccc1NC(=O)CSc1nc(SC)ns1	-1.0	-3.9	-1.1	-9.8	-3.3	24.1	-48.3	0.9
COc1ccc(CNC(=O)C(C)n2nc(C)c3c(C)n(-c4ccccc4)nc3c2=O)c(OC)c1 (stereo not drawn)	1.8	1.0	-19.8	1.1	-7.9	-10.4	9.8	2.6
CCc1cccc(CC)c1NC(=S)NCc1ccc2c(c1)OCO2	5.0	-12.7	5.9	7.4	-10.7	2.1	-6.9	35.4
CN(C)C(=O)C[C@H]1CC[C@H]2[C@@H](COc3ccc(NC(=O)C4CC4)cc3C(=O)N2C)O1	1.1	1.5	8.4	13.2	2.3	-7.8	6.9	7.2
CCOCN(C(=O)Cn1c(C(C)O)nc2ccccc21)c1c(C)cccc1CC (stereo not drawn)	-0.9	2.2	.	.	-2.5	25.1	.	-11.1
COc1ccc(-n2ncc3c2CC(C)(C)CC3NC(=O)CCCN2CCCC2=O)cc1 (stereo not drawn)	1.0	-5.1	-7.3	-0.4	-0.5	-0.7	-11.1	8.5
COC(=O)C1CCN(C(=O)Cc2c(OC)ccc3cc(Br)ccc23)CC1	-1.2	0.7	27.2	1.0	0.5	11.8	-3.6	2.2
O/N=C(\c1ccc(Cl)cc1)c1cc2ccccc2o1	-19.4	11.8	63.0	-14.4	-5.7	11.4	.	-5.6
O=C1Nc2ccccc2C1=O	-1.0	1.6	4.2	6.5	-0.8	0.9	.	11.6
Cc1cc(C(=O)Nc2cccc3c2O[C@H](CN(C)C(=O)NC(C)C)[C@@H](C)CN([C@@H](C)CO)C3=O)n(C)n1	3.4	8.7	7.5	-1.2	-0.4	1.5	-0.9	3.1
O=C(C[C@@H]1CC[C@H]2[C@@H](COC[C@H](O)CN2Cc2cc(F)ccc2F)O1)NCc1ccccc1	-2.8	2.7	-1.8	4.7	-2.2	-10.8	-19.7	-8.5
Cc1ccc(CN2CCN(Cc3cn[nH]c3-c3cccc(F)c3)CC2CCO)o1 (stereo not drawn)	.	3.3	-15.7	-4.8	.	.	4.0	2.1
C[C@@H]1CCC(=O)N(CC[C@H](Sc2ccc(Br)cc2)c2ccccc2)CC1	9.9	-11.2	21.4	19.8	3.5	-61.9	3.7	.
COc1cc(C(=O)Oc2ccccc2/C=N/NC(=O)c2ccc(Cl)cc2Cl)cc(OC)c1OC	1.6	-0.4	.	.	2.1	24.4	.	6.5
CCN(CC)CCNC(=O)C(=O)Nc1ccc(C(=O)OC)cc1	-0.6	-4.2	3.5	-3.4	1.3	-1.6	-4.2	2.4
CCOC(=O)N1CCN(c2c(N3CCN(c4cccc(C(F)(F)F)c4)CC3)c(=O)c2=O)CC1	.	-0.4	28.7	-6.0	.	.	.	4.1
CCOc1ccc(NC(=O)Nc2cccn(Cc3ccccc3)c2=O)cc1	.	3.8	16.7	12.2	.	.	-23.6	-0.4
COc1ccc(NC(=O)N(C)C[C@@H]2Oc3c(NC(=O)c4nc5ccccc5s4)cccc3C(=O)N([C@@H](C)CO)C[C@H]2C)cc1	-7.4	1.3	7.3	13.2	-0.4	.	.	-3.4
O=C(Nc1ccc(F)cc1)c1cccc(NC(=O)C2C3CC4OC(=O)C2C4C3)c1 (stereo not drawn)	-0.3	-1.1	.	.	-6.8	-3.0	7.3	3.3
CCOc1ccc(-n2cc(-c3ccccc3)c3c(=O)[nH]cnc32)cc1	8.6	-15.4	0.2	5.3	-4.5	2.7	18.6	.
CN(c1ccc(C(=O)N2CCOCC2)cc1)S(C)(=O)=O	-1.1	1.0	7.9	8.1	-1.0	-5.9	.	-1.4
CCc1ccc(C(=O)COC(=O)c2cnc(C)cn2)cc1	-1.6	7.2	3.2	21.8	-7.4	16.2	-14.1	2.3
COc1ccc(NC(=O)CSc2nc(C)cs2)cc1	.	-4.8	-4.9	-10.6	.	.	-21.5	4.8
CCc1ccccc1NC(=O)c1ccoc1C	0.3	-3.9	.	.	-4.6	.	-1.5	.
NS(=O)(=O)c1ccc(CNC(=O)c2cc(S(=O)(=O)N3CCOCC3)ccc2N2CCCC2)cc1	-1.5	.	46.1*	-3.2	-3.2	16.2	9.9	1.5
CCc1ccc(C(C)NC(=O)/C=C/c2ccc(Br)cc2)cc1 (stereo not drawn)	1.8	-9.1	-24.0	9.7	-0.3	28.9	.	4.9
Oc1cccc(-n2nnnc2SCc2ccccc2F)c1	0.4	-1.6	14.7	5.1	-1.1	16.0	3.4	.
C/C=C/c1ccc2c(c1)O[C@@H](CN(C)C(=O)Nc1cc(F)ccc1F)[C@H](C)CN([C@H](C)CO)S2(=O)=O	0.9	-3.9	-0.5	20.0	-0.7	-41.1	.	-5.8
C[C@H](CO)N1C[C@H](C)[C@@H](CN(C)C(=O)c2ccccc2F)Oc2cc(C#CCN(C)C)ccc2S1(=O)=O	6.3	-1.9	-1.0	15.2	1.5	-0.3	-1.4	-9.3
